LDHA inh – qHTS assay for inhibitors of human lactate dehydrogenase; L-lactate dehydrogenase A chain (Homo sapiens), P00338; purified LDHA, NADH/diaphorase-resazurin fluorescence; stronger effect = lower value; activity change, % (values are at about 110 or 230 µM); hit rate 0.15% among 480,000; AID 1347041, 2019; in the data active = activity change below about -30%; inconclusive = mostly about -25% to -30%;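 note: plate controls were DMSO wells for no effect and wells without enzyme for full effect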
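Human LDH5 (2 nM) was incubated with 0.06 mM NADH and 0.2 mM pyruvate for 5 min at room temperature in Tris pH 7.4. Remaining NADH was coupled through diaphorase/resazurin, and resorufin fluorescence was read at 0 and 20 min.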
POLK inh – qHTS for Inhibitors of Polymerase Kappa; hit rate 0.53% among 400,000; purified Pol kappa, fluorescent DNA synthesis assay, 10 min; Potency, µM (highest dose often 107 µM), without a hit: at the highest dose activity, negative = inhibition, usual class: inhibitors; DNA polymerase kappa (Homo sapiens), Q9UBT6; note: potency is the fitted concentration of half-maximal effect; % is set by controls: 0 for no effect and ±100 for the full control effect
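Here, compound and 10 nM enzyme are combined for 15 min at room temperature; adding 50 nM substrate (final) starts DNA synthesis, tracked by fluorescence at 0 and 10 min against buffer-only wells.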
APEX1 inh – qHTS Assay for Inhibitors of the Human Apurinic/apyrimidinic Endonuclease 1 (APE1) | Potency, µM (highest dose often 65.8 µM), for inactives: top-dose activity change, negative = inhibition, actives largely listed as inhibitors | AID 2517, 2012 | recombinant APE1, TAMRA/BHQ-2 abasic DNA cleavage fluorescence | hit rate 0.35% among 350,000;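 note: potency is the fitted concentration of half-maximal effect; plate controls were vehicle for no effect and reference inhibitor for full effect; nearly all actives have a fitted effect of over 55% in size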
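Incision of a quenched TAMRA/BHQ-2 THF abasic-site duplex (50 nM) by 0.75 nM APE1, after 15 min compound preincubation, measured as fluorescence increase over three 60 s reads. Values normalized to buffer, DMSO and NSC13755 control wells.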
Pol eta inh – qHTS for Inhibitors of Polymerase Eta; Potency, µM (series often up to 114 µM), without a hit: at the top dose activity change, negative = inhibition, most hits filed as inhibitors; hit rate 1.2% among 390,000; AID 588591, 2011; DNA polymerase eta (Homo sapiens), Q9Y253; recombinant Pol eta, fluorescent DNA replication assay; note: potency is the fitted concentration of half-maximal effect; % is set by controls: 0 for no effect and ±100 for the full control effect
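Fluorescent replication assay: 50 nM final substrate added after a 15 min room-temperature compound preincubation with 10 nM enzyme. Signal taken at 0 min and again at 10 min.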
Anesthetic bind – qHTS Assay for Identification of Novel General Anesthetics; Ferritin light chain (Equus caballus), P02791; apoferritin/1-aminoanthracene competitive binding, fluorescence; Potency, µM (top dose mostly 77.5 µM), for the others: at the highest dose activity change, negative = displacement, usual class: inhibitors; hit rate 0.074% among 350,000; AID 485281, 2010; note: potency is the fitted concentration of half-maximal effect; % is set by controls: 0 for no effect and ±100 for the full control effect; nearly all actives have a fitted effect of over 20% in size
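Read-out: endpoint 1-AMA fluorescence, excitation 380 nm and emission 535 nm, after compounds sit 10 min at room temperature with 10 uM horse-spleen apoferritin in 50% saturated 1-AMA/PBS. Values come from four-parameter Hill fits.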
POLI inh – qHTS for Inhibitors of Polymerase Iota; Potency, µM (highest dose often 115 µM), for the others: top-dose activity, negative = inhibition, hits mostly inhibitors; hit rate 1% among 390,000; DNA polymerase iota (Homo sapiens), Q9UNA4; Pol iota fluorescent replication assay, 10 min; AID 588590, 2011; note: potency is the fitted concentration of half-maximal effect
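Pol iota at 10 nM preincubated 15 min with compounds at room temperature; reaction started with fluorescent substrate, 50 nM final. Fluorescence read kinetically at 0 and 10 min; buffer-only wells as negative control.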
POLB inh – qHTS Assay for Inhibitors of DNA Polymerase Beta; Pol beta primer extension/strand displacement, fluorescence kinetic; Potency, µM (top dose mostly 114 µM), inactives show top-dose activity change, negative = inhibition, usual class: inhibitors; P06746; hit rate 1.3% among 340,000; note: potency is the fitted concentration of half-maximal effect; % is set by controls: 0 for no effect and ±100 for the full control effect
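Values derive from four-parameter Hill fits of normalized kinetic data: reads at 0 and 10 min following addition of 50 nM substrate to 10 nM Pol beta preincubated 15 min with compound.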
Glioma ERSR ind – qHTS for Inducers of the Endoplasmic Reticulum Stress Response (ERSR) in Human Glioma: qHTS | U87-MG GRP78 promoter luciferase reporter, 16 h | Potency, µM, for the others: at the highest dose activation, hits mostly activators | hit rate 0.02% among 420,000 | AID 602332, 2012; note: potency is the fitted concentration of half-maximal effect; series mostly up to about 76 µM; % of control where 0% means no effect; nearly all actives have a fitted effect of over 35% in size
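Stably transfected U87-MG glioma cells carrying a GRP78-based luciferase sensor; 16 h compound incubation. Luminescence end-point read 10 min after Bright-Glo addition at room temperature.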
BLM helicase inh – qHTS Assay for Inhibitors of Bloom's syndrome helicase (BLM) | RecQ-like DNA helicase BLM (Homo sapiens), P54132 | recombinant BLM DNA unwinding, fluorescence dequenching | Potency, µM (series often up to 56.1 µM), inactives show top-dose activity change, negative = inhibition, most hits filed as inhibitors | hit rate 0.2% among 350,000 | AID 2528, 2010;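 note: potency is the fitted concentration of half-maximal effect; plate controls were vehicle for no effect and no enzyme for full effect; nearly all actives have a fitted effect of over 35% in size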
Target sequence (P54132 whole entry, looked up): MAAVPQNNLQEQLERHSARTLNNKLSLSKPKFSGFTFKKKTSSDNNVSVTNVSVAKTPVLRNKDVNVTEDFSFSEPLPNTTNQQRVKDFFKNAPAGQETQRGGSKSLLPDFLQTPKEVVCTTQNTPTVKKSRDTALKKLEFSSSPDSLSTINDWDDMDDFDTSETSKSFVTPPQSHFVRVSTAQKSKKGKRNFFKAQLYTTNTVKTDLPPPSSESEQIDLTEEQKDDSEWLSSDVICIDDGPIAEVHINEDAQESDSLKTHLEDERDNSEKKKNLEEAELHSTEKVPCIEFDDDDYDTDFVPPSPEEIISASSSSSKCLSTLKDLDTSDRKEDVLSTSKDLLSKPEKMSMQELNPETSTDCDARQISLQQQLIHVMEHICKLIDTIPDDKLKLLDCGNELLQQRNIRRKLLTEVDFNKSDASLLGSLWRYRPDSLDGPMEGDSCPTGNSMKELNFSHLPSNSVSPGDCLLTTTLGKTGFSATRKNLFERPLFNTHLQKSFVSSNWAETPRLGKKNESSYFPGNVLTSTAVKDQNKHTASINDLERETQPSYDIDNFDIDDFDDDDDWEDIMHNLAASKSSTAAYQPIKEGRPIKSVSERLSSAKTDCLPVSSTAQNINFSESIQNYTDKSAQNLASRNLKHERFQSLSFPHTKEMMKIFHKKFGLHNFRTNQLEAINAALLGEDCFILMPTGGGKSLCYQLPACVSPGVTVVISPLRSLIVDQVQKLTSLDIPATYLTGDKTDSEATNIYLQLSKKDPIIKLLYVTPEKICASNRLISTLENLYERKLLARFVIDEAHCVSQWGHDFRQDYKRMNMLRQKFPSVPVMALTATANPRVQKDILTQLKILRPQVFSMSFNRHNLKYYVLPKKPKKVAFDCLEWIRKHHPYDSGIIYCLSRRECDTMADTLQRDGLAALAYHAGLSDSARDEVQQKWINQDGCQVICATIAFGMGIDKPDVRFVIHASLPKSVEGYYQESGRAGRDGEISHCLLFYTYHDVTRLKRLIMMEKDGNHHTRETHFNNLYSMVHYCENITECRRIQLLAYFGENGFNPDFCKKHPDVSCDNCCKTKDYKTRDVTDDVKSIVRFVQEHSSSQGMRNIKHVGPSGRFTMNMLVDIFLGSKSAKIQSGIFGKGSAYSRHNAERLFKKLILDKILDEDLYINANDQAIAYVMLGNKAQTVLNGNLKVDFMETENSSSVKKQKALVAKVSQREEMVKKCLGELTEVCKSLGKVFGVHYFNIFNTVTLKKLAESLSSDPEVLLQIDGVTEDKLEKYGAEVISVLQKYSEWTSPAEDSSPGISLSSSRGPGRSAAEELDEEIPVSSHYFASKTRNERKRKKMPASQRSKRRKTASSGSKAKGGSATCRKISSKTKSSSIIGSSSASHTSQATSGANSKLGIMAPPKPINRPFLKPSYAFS
An asterisk follows results filed as active; u = inconclusive; x = not tested or not shown; & = joins results of further samples; [ ] = remark or other dose. Unless noted, calls come from the whole dose curve; as a rule, active = well fitted curve in the direction sought with a large enough effect; inconclusive = small, poorly fitted or top-dose-only effect, or another doubt; inactive = no such curve, though single readings can be large; an effect the other way counts as inactive or inconclusive.

cpd | compound | LDHA inh | POLK inh | APEX1 inh | Pol eta inh | Anesthetic bind | POLI inh | POLB inh | Glioma ERSR ind | BLM helicase inh
1 | O=C(c1ccccc1)c1cnc[nH]1 | -6 | -8% | -5% | -6% | -11% | 45%[activator] | -1% | 8% | 0%
2 | CCNc1nc(NCC)n2c(SCC(=O)Nc3ccc(C(F)(F)F)cc3[N+](=O)[O-])nnc2n1 | -2 | -1% | 1% | -20% | -5% | 17% | 51% | -2% | -2%
3 | O=C(c1ccc(Cn2cc([N+](=O)[O-])cn2)o1)N1N=C(C(F)F)CC1(O)C(F)F (stereo unspecified) | -6 | -4% | 4% | -11% | -9% | -5%[58.9 µM] | 18% | -6% | 1%
4 | Cc1cc(-c2ccc(C)c(S(=O)(=O)Nc3cc(C)on3)c2)on1 | -1 | 5% | 35% | -11% | 0% | 8% | 11% | -2% | 4%
5 | Cc1ccc(Nc2ncc(C(=O)N3CCN(c4cccc(Cl)c4)CC3)c3ccccc23)cc1Cl | -12 | 3% | x | -17% | 286%[activator] | -7% | 17% | -2% | -7%
6 | N#Cc1c(-c2ccco2)ccn(Cc2ccc(F)cc2)c1=O | -2 | -2% | 17% | -2% | -9% | -6% | 4% | -3% | -7%
7 | COc1c(O[C@H]2O[C@@H](CO)[C@@H](O)[C@@H](O)[C@@H]2O)cc2c(c1OC)-c1ccc(SC)c(=O)cc1[C@H](NC(C)=O)CC2 | x | 2%[12 µM] | x | x | -4%[29.3 µM] | x | x | -3% | 4%[21.4 µM]
8 | CCOC(=O)COc1cc(-n2c(=S)[nH]c3ccccc3c2=O)c(Cl)cc1Cl | -2 | -10% | -2% | 0% | -11% | 1% | 7% | u | -9%
9 | Cn1c(N2CCN(C(=O)Nc3ccc(F)cc3)CC2)nc2ccccc21 | -14 | -8% | 3% | -3% | 7% | 5% | 3% | 1% | 3%
10 | Cc1nc2cc(N3CCCCC3)c(NC(=O)c3ccncc3)cc2c(=O)n1Cc1ccccc1 | -6 | -13% | 2% | -8% | 1% | 22% | 0% | 0% | -1%
11 | CCc1ccc(NC(=O)CC2C(=O)N(c3cccc(C)c3)C(=O)N2Cc2cccc(OC)c2)cc1 (stereo unspecified) | -6 | -11% | x | -8% | -12% | 5% | 11% | -3% | -9%
12 | COc1ccc(/C=C2\SC(=S)N(N3CCOCC3)C2=O)c(OC)c1 | -1 | 8% | -2% | -21% | 5% | 13% | -4% | 0% | -2%
13 | CN(C)C(=O)c1ccc(N/C=C(\C=O)c2nc3ccccc3o2)cc1 | 0 | -3% | 0% | 3% | -18% | 31%[activator] | -13% | 2% | 4%
14 | COc1ncccc1-c1nnn(-c2ccc(F)cc2)n1 | -12 | -16% | -7% | -2% | -9% | 24% | 99% | 3% | 0%
15 | CCOc1ccc(CCNC(=O)CSc2nnnn2-c2ccccc2)cc1OCC | -5 | -11% | x | 1% | 48%[activator] | -21% | 12% | -2% | -10%
16 | O=C(CN1C(=O)S/C(=C/c2cccnc2)C1=O)N1CCOCC1 | -1 | -3% | -4% | -7% | 19% | 23% | -24% | -3% | 1%
17 | COc1ccc(N2CCN(C(=O)C(=O)c3c(C)n(C)c4ccccc34)CC2)cc1 | -7 | -11% | -2% | -4% | -8% | 105%[activator] | 4% | -5% | -4%
18 | CCc1nnc(N2C(=N)SCC2=O)s1 | -4 | -11% | 3% | -2% | 1% | 10% | 12% | -4% | 0%
19 | CCCc1nc2ccccc2c(=O)n1NC(=O)c1c(O)c2cccc3c2n(c1=O)CCC3 | -4 | 1% | 3% | -11% | 7% | u | -2% | -6% | 3%
20 | O=C(NN(C(=O)C1CC1)c1nc2ccccc2s1)C1CC1 | -2 | 5%[60.1 µM] | 7% | -3% | -10% | 34%[activator] | 18% | 5% | 1%
21 | CCOC(=O)c1c(NC(=O)c2ccc(F)cc2)sc2c1CCC(CC)C2 (stereo unspecified) | -3 | -16% | x | -6% | 5% | 17% | -1% | -5% | -10%
22 | CCOc1cc(C(C(=O)NCC2CCCO2)N(C(=O)Cn2nnc3ccccc32)c2ccccc2C)ccc1O (stereo unspecified) | -6 | 1% | -15% | -20% | -7% | 33%[activator] | 43% | -6% | -3%
23 | C=CCn1c(C)cc(C)c(C#N)c1=O | -16 | -12% | -4% | -10% | -13% | 6% | -1% | -2% | 1%
24 | COc1ccc(C(c2sc3nc(C)nn3c2O)N2CCc3ccccc3C2)cc1 (stereo unspecified) | 1 | -13% | 6% | 0% | -7% | -4% | -1% | 1% | -3%
25 | CCOC(=O)N1CCN(C(=O)COC(=O)C2CCN(S(=O)(=O)c3c(Cl)cccc3Cl)CC2)CC1 | -6 | -5% | 12% | -12% | x | 21% | x | -6% | x
26 | O=C(CCn1nnc(-c2cccs2)n1)N1CCc2ccccc2C1 | 0 | -19% | 3% | 0% | u | 27% | 2% | -1% | -6%
27 | COc1ccc(-c2cn3c(n2)sc2cc(C(=O)Nc4ccc(C)c(Cl)c4)ccc23)cc1 | -6 | -5% | x | -6% | -12% | 16% | 14% | 1% | 0%
28 | O=C(c1ccccc1)N1CCN(S(=O)(=O)c2ccc(Cl)c(C(F)(F)F)c2)CC1 | -3 | -5% | 9% | -4% | x | 13% | x | -1% | x
29 | COc1cccc(OC)c1C(=O)Nc1ccc(-c2nc3ncccc3o2)cc1 | -5 | -6% | x | 12% | -7% | 18% | u | -3% | -3%
30 | Cc1ccc(S(=O)(=O)N2CCN(C(=O)Cc3ccc(S(=O)(=O)N4CCOCC4)s3)CC2)cc1 | -2 | 4% | -4% | 3% | -11% | 2% | 10% | -4% | -6%
31 | O=S(=O)(Cc1ccccc1Cl)NCCc1ccc(F)cc1 | -1 | 9% | 32% | -1% | u | 30% | 2% | 1% | -6%
32 | Cc1ccc(N(C)C(=O)c2cc(S(=O)(=O)N3CCCCC3)c[nH]2)cc1 | 0 | 6% | 21% | -16% | -16% | 7% | 47% | -4% | -3%
33 | CC(=O)Nc1ccc(S(=O)(=O)N2CCN(S(=O)(=O)c3ccc(F)c(F)c3F)CC2)cc1 | -2 | 9% | 37% | -11% | 8% | -11% | 25% | -4% | -4%
34 | O=C(Cn1nnnc1CN1CCOCC1)N1CCC(c2cccc(Cl)c2)C1 (stereo unspecified) | -8 | -14% | 3% | -15% | -2% | 6% | 29% | -5% | -1%
35 | CC(C)(C)NC(=O)c1ccc2c(c1)C1C3CCC(C3)C1C(c1ccccc1)N2 (stereo unspecified) | -6 | -7% | 1% | -21% | -2% | 9% | 5% | -2% | -10%
36 | CCN(Cc1ccccc1)C(=O)CCNS(=O)(=O)c1ccc2c(c1)CC(C)N2C(C)=O (stereo unspecified) | 1&0 | 3%&-4% | 2% | 3%&-24% | -6%&175% | 15%&14% | 34%&14% | -1%&-3% | -2%&-2%
37 | Cc1cccc(C)c1NC(=O)CN(C)C(=O)c1ccccc1Sc1ccccc1C#N | -9 | -2% | 4% | -21% | x | 31%[activator] | x | -3% | x
38 | O=C(NNc1ccccc1C(F)(F)F)c1sccc1Br | 3 | -6% | 3% | -8% | -13% | u | -8% | -1% | -3%
39 | COc1ccc(C2=NS(=O)(=O)N(C)C(C(=O)Nc3cc(OC)c(OC)c(OC)c3)=C2)cc1 | 2 | -12% | -11% | -8% | -16% | 34%[activator] | -2% | -2% | -13%
40 | CCOC(=O)CCc1c(C)c(C#N)c2[nH]c3ccccc3n2c1=O | 11 | -5% | -9% | 9% | 112%[activator] | 15% | 4% | -7% | -2%

Sorted by formula weight (rising): some entries from above
cpd | compound | LDHA inh | POLK inh | APEX1 inh | Pol eta inh | Anesthetic bind | POLI inh | POLB inh | Glioma ERSR ind | BLM helicase inh
40 | CCOC(=O)CCc1c(C)c(C#N)c2[nH]c3ccccc3n2c1=O | 11 | -5% | -9% | 9% | 112%[activator] | 15% | 4% | -7% | -2%
38 | O=C(NNc1ccccc1C(F)(F)F)c1sccc1Br | 3 | -6% | 3% | -8% | -13% | u | -8% | -1% | -3%
34 | O=C(Cn1nnnc1CN1CCOCC1)N1CCC(c2cccc(Cl)c2)C1 (stereo unspecified) | -8 | -14% | 3% | -15% | -2% | 6% | 29% | -5% | -1%

Remaining list, next part.
cpd | compound | LDHA inh | POLK inh | APEX1 inh | Pol eta inh | Anesthetic bind | POLI inh | POLB inh | Glioma ERSR ind | BLM helicase inh
41 | COc1ccc(N2CCN(C(CNS(=O)(=O)c3ccc(OC)c(C)c3)c3ccco3)CC2)cc1 (stereo unspecified) | -1 | -13%[60.1 µM] | x | -14% | 39%[activator] | 22% | 1% | -5% | -8%
42 | CC(NS(=O)(=O)c1ccccc1)C1CC2CCC1C2 (stereo unspecified) | 3 | 2% | x | -10% | x | -4% | x | -1% | x
43 | O=C(COc1ccccc1)Nc1ccc2nc(SCC(=O)N3CCc4ccccc43)sc2c1 | 2 | -15% | x | -8% | -4% | 1% | -2% | -1% | -5%
44 | CCOc1ccccc1C1N(c2ccc(F)cc2)C(=O)C2CCCN21 (stereo unspecified) | -1 | -11% | -3% | 11% | 5% | 17% | 25% | -4% | -4%
45 | COc1ccc(CCNc2cc(N3CCN(C(=O)c4ccccc4F)CC3)ccc2[N+](=O)[O-])cc1OC | -5 | -5% | 0% | -5% | -7% | 2% | 6% | -2% | -2%
46 | CN1CCN(S(=O)(=O)c2ccc(Cl)c3ccccc23)CC1 | -3&-12 | -4% | 32% | 7% | 6% | 23% | u | -1% | 2%
47 | COc1ccc(N(Cc2nnc3n2CCCCC3)C(=O)Nc2ccc(Cl)cc2)cc1Cl | -5 | -5%[60.1 µM] | x | -15% | -7% | 23% | 32% | -2% | 0%
48 | CCC(CO)Oc1cc(NC(=O)c2ccc([N+](=O)[O-])cc2)c2ncn(C(C)C)c2c1 (stereo unspecified) | 4 | 2% | 18% | -1% | x | u | x | -7% | x

Compound activity from PubChem BioAssay.

An excerpt (hit frequency here may not be typical).
